Screening data from PubChem BioAssay.
TDP-43 yeast inh: inhibitors of TDP-43 toxicity in yeast; TDP-43 expressing yeast growth rescue, BacTiter-Glo, 24 h; Potency, µM (top dose mostly 46.1 µM), inactives show at the highest dose growth rescue (activation), most hits filed as activators; 410,000 compounds, 1.8% hits; AID 652104; further: potency means the concentration at half of the fitted maximal effect; % of control where 0% means no effect; nearly all actives have a fitted effect of over 50% in size
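Yeast expressing TDP-43 (pregrown in raffinose, seeded at OD600=0.02 in galactose medium) exposed to compounds 24 hr at 30 deg C. Growth read by BacTiter-Glo luminescence; rescue of toxicity appears as increased signal.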
PTHR1 agonist: PTHR1 (human) receptor agonism; Q03431; HEK293 GP2 PTHR1 cells, GloSensor cAMP luminescence, 1 h; Potency, µM (doses to about 115 µM), for the others: top-dose activation, hits mostly activators; 410,000 compounds, 0.075% hits; further: potency means the concentration at half of the fitted maximal effect; nearly all actives have a fitted effect of over 55% in size; some results filed as inactive show a strong effect at the top dose; inactives centre near -15; many of its hits are not listed in these tables
Target sequence (Q03431 whole entry, looked up): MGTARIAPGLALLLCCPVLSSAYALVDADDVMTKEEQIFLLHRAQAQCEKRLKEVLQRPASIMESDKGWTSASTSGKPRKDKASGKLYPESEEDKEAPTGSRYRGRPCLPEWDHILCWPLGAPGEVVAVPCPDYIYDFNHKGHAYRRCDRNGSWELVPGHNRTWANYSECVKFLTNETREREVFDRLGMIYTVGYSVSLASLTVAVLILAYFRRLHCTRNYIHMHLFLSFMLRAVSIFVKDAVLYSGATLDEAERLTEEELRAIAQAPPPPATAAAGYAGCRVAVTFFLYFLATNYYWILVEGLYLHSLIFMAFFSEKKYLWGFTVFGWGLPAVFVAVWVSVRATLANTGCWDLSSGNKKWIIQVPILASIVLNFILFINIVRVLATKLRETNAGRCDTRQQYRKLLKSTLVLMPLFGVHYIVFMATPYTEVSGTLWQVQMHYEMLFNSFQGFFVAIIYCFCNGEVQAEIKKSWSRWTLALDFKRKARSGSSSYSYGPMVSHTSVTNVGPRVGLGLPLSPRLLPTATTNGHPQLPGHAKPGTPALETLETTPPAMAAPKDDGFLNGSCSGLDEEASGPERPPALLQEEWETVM
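HEK-293-derived GP2 cells expressing PTHR1 and a GloSensor cAMP reporter, 3,000/well, plated overnight, given luciferin plus IBMX (each 0.5 mM as added) for 1 h at 37 °C, then compound for 1 h at 37 °C. Luminescence was read after 15 min at room temperature.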
KB-V1 cytotox: kills drug-selected multidrug resistant KB-V1 cells. KB-V1 MDR cells viability, CellTiter-Glo, 72 h. Potency, µM (series often up to 46.1 µM), without a hit: top-dose activity change, negative = cytotoxicity, actives largely listed as cytotoxic. 400,000 compounds, 3.4% hits. AID 1347076; further: potency means the concentration at half of the fitted maximal effect; on the % scale 0 is the no-effect control and ±100 the full control effect; nearly all actives have a fitted effect of over 60% in size
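Luminescent ATP read-out (CellTiter-Glo, 10 min) measures survival of drug-selected KB-V1 MDR cells after 72 h, 37 degrees C compound exposure. Medium: phenol-red-free DMEM, 10% FBS. Values from fitted concentration-response curves.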
DRD3 agonist: agonists of human D3 dopamine receptor | P35462 | D3R DiscoveRx beta-arrestin cells, luminescence, 90 min | max activation, % | 410,000 compounds, 0.58% hits; in the data active means max activation above about 30%; further: 0% is about no effect; mostly tested at two doses, the higher about 12 µM
Target sequence (P35462 whole entry, looked up): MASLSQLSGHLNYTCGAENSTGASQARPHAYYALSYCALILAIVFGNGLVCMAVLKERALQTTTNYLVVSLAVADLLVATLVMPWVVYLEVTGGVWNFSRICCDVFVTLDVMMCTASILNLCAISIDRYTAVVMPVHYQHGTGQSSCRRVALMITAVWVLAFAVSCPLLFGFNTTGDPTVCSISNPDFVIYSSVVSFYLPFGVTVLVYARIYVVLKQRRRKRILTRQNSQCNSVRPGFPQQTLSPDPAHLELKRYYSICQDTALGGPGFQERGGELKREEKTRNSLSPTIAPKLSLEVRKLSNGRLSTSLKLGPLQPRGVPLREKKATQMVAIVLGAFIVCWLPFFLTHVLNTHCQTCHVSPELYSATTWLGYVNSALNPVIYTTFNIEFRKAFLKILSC
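Agonist mode: compounds and dopamine controls were applied to plated cells for 90 min at 37 degrees C after an overnight attachment at 1500 cells/well. Luminescent read-out followed 30 - 60 minutes at room temperature with DiscoveRx detection reagent.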
GLP1R inv ag: acts as inverse agonist at human GLP-1 receptor; 410,000 compounds, 1.6% hits; HEK293 GLP-1R CRE-luciferase, luminescence, 24 h; GLP-1R form is constitutively active; P43220; Potency, µM (titrated, usually from 38.3 µM), inactives show top-dose activity change, negative = inhibition, usual class: inhibitors; further: potency means the concentration at half of the fitted maximal effect; on the % scale 0 is the no-effect control and ±100 the full control effect; nearly all actives have a fitted effect of over 55% in size
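Constitutively active GLP-1R drives a cAMP-responsive luciferase in stably transfected HEK293 cells; test compounds are added after overnight (12 h) attachment and left 24 hr, and signal loss in luminescence marks inhibition.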
GLP-1R agonist: agonists of human GLP-1 receptor; P43220; HEK293 GLP-1R CRE-luciferase, luminescence, 4-6 h; cells express a hypersensitive GLP-1R form; Potency, µM (top dose mostly 45.6 µM), for inactives: at the highest dose activation, hits mostly activators; 380,000 compounds, 0.007% hits; AID 624172; further: potency means the concentration at half of the fitted maximal effect; % of control where 0% means no effect
aSyn rescue: rescues yeast growth from alpha-synuclein toxicity; Yeast expressing alpha-synuclein, growth rescue, BacTiter-Glo, 24 h; Potency, µM (titrated, usually from 46.1 µM), inactives show at the top dose growth rescue (activation), most hits filed as activators; 370,000 compounds, 0.14% hits; further: potency means the concentration at half of the fitted maximal effect; % of control where 0% means no effect; nearly all actives have a fitted effect of over 65% in size
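Readout is rescue of growth in alpha-synuclein-expressing yeast, so inhibitors of toxicity appear as activators. Growth after 24 hr at 30 deg C in galactose medium is quantified by luminescence.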
DRD3 antagonist: antagonists of human D3 dopamine receptor | max response, negative = inhibition, % | AID 652054 | 360,000 compounds, 2.5% hits | D3R cells, DiscoveRx beta-arrestin luminescence, antagonist mode; active compounds read low; in the data active means max response below about -50%; inconclusive means no clear call, values can overlap the other calls; further: on the % scale 0 is the no-effect control and ±100 the full control effect; mostly tested at two doses, the higher about 12 µM
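Cells plated overnight at 1500 cells/well, then exposed to library compounds with dopamine controls for 90 minutes at 37 degrees C. DiscoveRx reagent added for 30–60 minutes at room temperature; luminescence read, quantitative HTS format.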
GLP1R cytotox: cytotoxicity in counter-screen for GLP-1R inverse agonists; HEK293 cAMP-luciferase reporter cells, luminescence, 24 h; Potency, µM (top dose mostly 38.3 µM), without a hit: top-dose activity change, negative = inhibition, usual class: inhibitors; 410,000 compounds, 0.13% hits;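 further: loss of luciferase light is scored as toxicity; potency means the concentration at half of the fitted maximal effect; on the % scale 0 is the no-effect control and ±100 the full control effect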
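Here, cytotoxicity is scored as loss of luminescence. The MLSMR collection was tested on cells seeded in medium containing 10% Nu serum, with a 24 hr compound exposure preceded by 12 hours of culture.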
The depositor's hits bear a star; i = inactive; ? = inconclusive; . = no result given; & = joins results of further samples; [ ] = another dose, or the depositor's remark. Unless noted, the call rests on the fitted dose curve; in most records, active means well fitted curve in the direction sought with a large enough effect; inconclusive means small, poorly fitted or top-dose-only effect, or another doubt; inactive means no such curve, though single readings can be large; an effect the other way counts as inactive or inconclusive.

Results follow in this order: PTHR1 agonist	DRD3 antagonist	aSyn rescue	TDP-43 yeast inh	KB-V1 cytotox	GLP1R cytotox	GLP-1R agonist	DRD3 agonist	GLP1R inv ag
O=[N+]([O-])c1ccc(C=NNC(=S)NN=Cc2ccc([N+](=O)[O-])cc2)cc1
    i	-24	-8%	-8%	-3%	?	5%	11	1%
Cn1cc(CNC(=O)c2cc(-c3ccc(Br)cc3)nc3ccccc23)cn1
    -13%	-27	0%	-20%	-21%	-22%	-1%	-10	24%
COc1ccccc1NC(=O)C(C)OC(=O)CSCC(=O)Nc1cc(C)on1 (stereo not drawn)
    i	5	1%	17%	-24%	2%	-5%	1	12%
Cc1ccccc1OCCSc1nc2ncnc(N)c2[nH]1
    -19%	3	-1%	28%	?	11%	14%	4	29%
Cc1ccc(-n2nc(C)c(C3(O)C(=O)N(C)c4ccccc43)c2N)cc1 (stereo not drawn)
    i	7	2%	21%	-6%	5%	0%	-8	13%
COC(=O)Nc1ccc(OCC(=O)N2CCOCC2)cc1
    i	13	2%	12%	-1%	7%	-9%	11	0%
COc1ccc(/C=N\NC(=O)CC(=O)Nc2cccc(Cl)c2)cc1OC
    i	10	4%	-12%	18%	-6%	16%	-1	10%
CC(C)(CO)CNC(=O)CCc1nnc(C2(c3ccc(Cl)cc3)CCC2)o1
    -19%	7	0%	7%	6%	-3%	7%	0	18%
COc1ccc(CNC(=O)CN(C(=O)CCC(=O)Nc2nccs2)c2ccc(C)cc2)cc1
    -1%	-13	4%	12%	-3%	-26%	8%	-4	-17%
CC(=O)c1ccc(NC(=O)CCc2c(C)nc3c(c(C)nn3-c3ccc(C)cc3)c2C)cc1
    i	.	.	8%	.	3%	.	6	8%
O=C1CC(=C(c2ccccc2)c2ccccc2)C(=O)N1CCN1CCN(c2cccc(Cl)c2)CC1
    i	0	10%	-8%	-5%	17%	-1%	6	?
CSc1ccccc1NC(=O)Cn1nc([N+](=O)[O-])c(Cl)c1C
    i	-15	-2%	-7%	-7%	17%	6%	0	4%
CC1=C(CO)C(=O)OC([C@@H](C)C2CC[C@H]3C4C[C@H]5O[C@]56[C@@H](O)C=CC(=O)[C@]6(C)C4CC[C@]23C)C1 (stereo partly drawn)
    -52%[inhibitor]	-136*	13%	9%	13µM*	13µM*	-19%	-67	10%
Cc1ccc(C(=O)NCc2ccc(N3CCN(C(=O)OC(C)(C)C)CC3)cc2)cc1
    i	11	-2%	0%	3.7µM*	-8%	0%	4	-1%
COc1ccc(C2CC(c3ccc(F)cc3)Nc3nc(N)nn32)cc1OC (stereo not drawn)
    -26%	11	-5%	10%	0%	-24%	0%	3	-10%
O=C(CN1C(=O)/C(=C2\SC(=S)N(C3CCS(=O)(=O)C3)C2=O)c2ccccc21)Nc1ccccc1 (stereo not drawn)
    -16%	6	-2%	-27%	11%	11%	-2%	1	-5%
CC(C(=O)O)c1ccc(C(=O)c2ccccc2)s1 (stereo not drawn)
    i	-11	-1%	19%	-15%	-3%	-2%	6&3	3%
FC(F)(F)c1ccc(Sc2n[nH]c(C(F)(F)F)n2)nc1
    -32%[inhibitor]	-15	-53%[inhibitor]	-89%[inhibitor]	3%	1%	8%	-3	34%[activator]
COC(=O)COc1cccc(NC(=O)COc2ccccc2)c1
    -24%[57.5 µM]	18	0%	1%	12%	1%	-1%	7	-8%
O=C(O)CCCn1c(=O)[nH]c2ccccc2c1=O
    -10%[57.5 µM]	12	2%	6%	-13%	2%	-6%	1	?

An excerpt of these results, with bars between the fields:
Compound | PTHR1 agonist | DRD3 antagonist | aSyn rescue | TDP-43 yeast inh | KB-V1 cytotox | GLP1R cytotox | GLP-1R agonist | DRD3 agonist | GLP1R inv ag
CSc1ccccc1NC(=O)Cn1nc([N+](=O)[O-])c(Cl)c1C | i | -15 | -2% | -7% | -7% | 17% | 6% | 0 | 4%
COC(=O)COc1cccc(NC(=O)COc2ccccc2)c1 | -24%[57.5 µM] | 18 | 0% | 1% | 12% | 1% | -1% | 7 | -8%

Other results follow:
Results follow in this order: PTHR1 agonist	DRD3 antagonist	aSyn rescue	TDP-43 yeast inh	KB-V1 cytotox	GLP1R cytotox	GLP-1R agonist	DRD3 agonist	GLP1R inv ag
CCCCCCOC(=O)C1=C(C)NC(=O)NC1c1ccc2c(c1)OCO2 (stereo not drawn)
    -14%	7	11%	1%	-6%	-4%	10%	9	17%
Cc1ccc(C2SCC(=O)N2c2ccccc2)cc1 (stereo not drawn)
    -9%	19	6%	?	-21%	9%	1%	4	11%
Cc1cc(C(=O)COC(=O)c2ccccc2O)c(C)n1Cc1cccs1
    -38%[inhibitor]	29	1%	-20%	?	0%	-14%	17	0%
OCc1ccccc1OCCCN1CCC(Cc2ccccc2)CC1
    -14%	-66*	-10%	-11%[1.82 µM]	-21%	-12%	0%	-25	?
CC(=O)c1cccc(NC(=S)Nc2cccc3ccccc23)c1
    i	3	5%	25%	27%	-1%	16%	-2	?
COc1cc(C2CC(=O)N3CN(Cc4ccco4)CSC3=C2C#N)ccc1OCc1ccccc1 (stereo not drawn)
    -28%	-25	1%	22%	16%	-13%	1%	0	-16%
O=C(CN1C(=O)c2ccccc2C1=O)Nc1cccc(S(=O)(=O)Nc2ccccc2Cl)c1
    -13%	-21	-1%	12%	-17%	18%	-12%	-3	18%
COCc1ccc(CN2CCC(CO)(CC3CCCCO3)CC2)o1 (stereo not drawn)
    i	3	2%	-17%[0.397 µM]	1%	8%	5%	-9	40%[activator]
COc1ccccc1NC(=O)c1cnn(-c2ccccc2)c1-n1cccc1
    -2%	.	.	0%	8%	-7%	.	-1	5%
COc1ccccc1Nc1ccc(C(=O)NCc2cccs2)cn1
    -19%	-3	-11%	-18%	20%	31%	3%	2	0%
CCc1ccc(C(C(=O)NC(C)(C)CC)N(Cc2ccco2)C(=O)Cn2nnc3ccccc32)cc1 (stereo not drawn)
    2%	-19	3%	0%	-5%	-18%	-8%	-6	?
COc1ccccc1NC(=O)CC(C)n1nc(C)cc1C (stereo not drawn)
    i	.	.	4%	5%	2%	.	9	5%
CC(C)(C)c1ccc(C(=O)N2CCC2(C)C(=O)Nc2cccc3ncccc23)cc1 (stereo not drawn)
    -50%[inhibitor]	-17	11%	25µM*	-5%	-8%	14%	84*	-16%
COc1cccc(C(C(=O)NC2CCCC2)N(C(=O)c2ccco2)C2CC2)c1OC (stereo not drawn)
    ?	13	-3%	-1%	4%	-4%	-12%	7	?
Cc1nc(CCNS(=O)(=O)c2cccnc2)cs1
    -13%	12	-1%	10%	?	-14%	-4%	1	6%
CN(c1ccc([N+](=O)[O-])cc1C(=O)Nc1ccccc1)C1CCCCC1
    -30%[inhibitor][57.5 µM]	-21	-4%	-2%	13µM*	-17%	-14%	-14	0%
O=C(c1ccco1)N1CCN(c2nnc(-c3ccccc3)c3ccccc23)CC1
    -2%[57.5 µM]	-23	14%	-12%	16µM*	-16%	-1%	0	-22%
O=C(CSc1ncccn1)Nc1ncc(C(F)(F)F)cc1Cl
    -26%	10	1%	16%	-26%	0%	-1%	0	5%
O=C(NC1CC1)C1=C[C@@H](C2CCCCC2)C[C@@H](OCc2ccc(CO)cc2)O1
    i	19	9%	23%	-1%	-14%	4%	27	?
Cc1cccc2cc(CN(CCCN(C)C)C(=S)NCCc3ccccc3)c(=O)[nH]c12
    -17%	-18	5%	7%	?	1%[0.307 µM]	11%	6	2%[0.307 µM]
Cc1cc(=O)oc2c(O)c(O)ccc12
    1%	5	-5%	7%	?	68%[activator]	6%	13	4%
CCN(CC)c1nc2ccccc2[nH]c1=O
    -10%	3	7%	13%	?	4%	1%	5	18%
CC1(C)Cc2cccc(OCC(=O)N3CCN(c4ccccc4F)CC3)c2O1
    -19%	6	2%	29%	-5%	9%	12%	0	?
Cc1cc(C)n(-c2nc(NCC(C)O)c3c4c(sc3n2)COC(C)(C)C4)n1 (stereo not drawn)
    i	-9	-1%	-16%	-10%	?	-1%	-10	0%
COc1ccc(NC(=O)c2cc3c(=O)n(C)c4ccccc4c3s2)cc1Cl
    -1%	.	.	-28%	-2%	-4%	.	-19	3%
CCCCOc1ccc(-c2nnc(N)s2)cc1
    i	-2	15%	14%	-2%	6%	4%	7	51%[activator]
Cc1cc(Cl)ccc1OCCNC(=S)NC(=O)c1cccnc1
    -26%	-16	-6%	-25%	.	6%	22%	-4	20%
CC1(C)CC(=O)C=C(C(=O)NC2CCCc3c2cnn3-c2cc(F)cc(F)c2)O1 (stereo not drawn)
    -6%	-4	1%	-9%	?	12%	0%	4	-11%
CC(C)(C)C(=O)NC(=S)NNC(=O)c1ccc(Cl)cc1Cl
    -17%	-8	5µM*	-56%[inhibitor]	?	-9%	13%	6	?
CCN(C(=O)Cn1cnc2c(nc3n2CCCCC3)c1=O)c1cccc(Cl)c1
    i	1	21%	14%	23%	-15%	-4%	4	17%
COCCNc1ccc(S(=O)(=O)N2CCCC2)cc1[N+](=O)[O-]
    i	5	-3%	-15%	6%	-18%	17%	-1	3%
O=C(CCC(=O)NNC(=S)Nc1ccccc1)NCc1ccccc1
    i	9	0%	8%	-4%	-7%	1%	2	0%
CCOc1cc2c3c(c1)C1(OCCO1)C(=O)N3C(C)(C)CC2C (stereo not drawn)
    i	0	0%	21%	-23%	17%	12%	-3	-14%
CCOc1ccc2[nH]c(=O)c(CN(CC3COCCO3)C(=O)C3CC3)cc2c1 (stereo not drawn)
    -14%	23	0%	0%	11%	-3%	0%	3	9%
Cc1cc(C)c(C(=O)COC(=O)c2cc([N+](=O)[O-])ccc2NCCO)cc1C
    i	-21	-5%	0%	?	2%	6%	-16	5%

Not all compounds are listed; the hit share may differ from the screen's.
